Screening data (PubChem BioAssay)
HSP90 inh: HSP90 refolding inhibition in rabbit reticulocyte lysate; luciferase refolding luminescence, 3 h; inhibition, % at 5.6 µM; 290,000 tested, 0.91% active; AID 1789;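 active = inhibition above the screen-wide mean plus 3 SD, computed separately per campaign, cut at about 16% in these data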;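 note: 0% = DMSO wells and 100% = 60 µM geldanamycin wells; inhibitors lower the luminescence because luciferase stays unfolded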
AI-2 QS mod: Vibrio harveyi AI-2 quorum sensing modulation; Vibrio harveyi JMH597 AI-2 luminescence/OD600 ratio, 9 h; stronger effect = lower value; strain lacks LuxN and CqsS sensors; 0 = neutral-control median; activity change, % at 7.5 µM; 300,000 tested, 0.4% active; AID 2094; in the data active = activity change below about -75%, passing the limit was not always enough;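 note: luminescence divided by OD600 gain over 9 h not by final OD600 alone; inactives centre near 13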
aSyn UTR inh: MLPCN primary screen, SNCA 5' untranslated region | inhibition, % (tested at 7.5 µM) | 300,000 tested, 0.82% active | AID 1813 | alpha-synuclein 5'UTR reporter, inhibitor activity; in the data active = inhibition above about 60%;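 note: H4 neuroglioblastoma cells stably carrying SNCA 5'UTR luciferase fusion; 0% = DMSO wells and 100% = positive control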
HIF activator: HIF pathway transcriptional activation. U2OS HRE-luciferase reporter, luminescence; normalized: DMSO 0%, desferrioxamine 100%. 300,000 tested, 0.32% active. activation, % at 7.5 µM (by protocol);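 active = mean activation of at least 10% of the iron chelator positive control signal, with at least half of replicates also reaching 10%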
HDAC3 inh: blocks human histone deacetylase 3 | 320,000 tested, 0.15% active | O15379 | recombinant HDAC3, fluorogenic peptide/trypsin coupled, fluorescence | inhibition, % at 8.3 µM; in the data active = inhibition above about 26%, passing the limit was not always enough
Target sequence (O15379 whole entry, looked up): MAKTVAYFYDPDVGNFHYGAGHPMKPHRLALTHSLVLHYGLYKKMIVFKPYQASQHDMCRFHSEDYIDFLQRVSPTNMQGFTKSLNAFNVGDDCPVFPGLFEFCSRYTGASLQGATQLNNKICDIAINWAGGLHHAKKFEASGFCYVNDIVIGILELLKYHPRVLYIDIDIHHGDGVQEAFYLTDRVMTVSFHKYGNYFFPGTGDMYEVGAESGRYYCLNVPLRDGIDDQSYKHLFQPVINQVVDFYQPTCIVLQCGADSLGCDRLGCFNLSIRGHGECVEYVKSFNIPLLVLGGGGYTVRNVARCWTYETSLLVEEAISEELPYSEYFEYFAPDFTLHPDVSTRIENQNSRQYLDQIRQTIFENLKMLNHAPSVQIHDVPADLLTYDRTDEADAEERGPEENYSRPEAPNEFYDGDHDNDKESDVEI
Platelet DG rel: platelet dense granule release activity. human platelet-rich plasma, SFLLRN dense granule ATP release, luminescence. inhibition, %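 (compounds screened at 7.5 µM in platelet-rich plasma)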. 300,000 tested, 0.22% active;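 active = mean replicate score, as percent of positive control, at or above 50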
HSF1 activator: increases HSF-1 driven luciferase reporter signal; NIH3T3-HGL HSF-1 luciferase reporter, MG132, 8 h; 100% = twice DMSO control signal; activation, % at 9 µM; 300,000 tested, 1.7% active; AID 504408;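 active = mean replicate activation of at least 50% with a set share of replicates each reaching 50%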;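 note: 0% = median of the neutral control wells and 100% = twice that signal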
KLF5 inhibitor: inhibitors of KLF5 expression; DLD-1 KLF5 promoter-luciferase reporter, luminescence; inhibition, % at 5 µM; 290,000 tested, 0.23% active; AID 1700;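 active = inhibition above a per-plate limit of that plate's mean compound inhibition plus 3 SD, cut at about 60% in these data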;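 note: 0% = DMSO wells and 100% = LY294002 at 200 µM; higher means less KLF5 promoter-driven luciferase light; inactives centre near -14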
IEC-6 tox: counter-screen for KLF5 inhibitors: cytotoxicity in IEC-6 cells; IEC-6 cytotoxicity, luminescence viability; inhibition, % at 5 µM; 290,000 tested, 0.78% active; AID 1825; in the data active = inhibition above about 22%;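 note: 0% = plate median of test compound wells and 100% = cytotoxic reference compound wells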
HSF1 inh: HSF1 inhibition; AID 2098; activity change, negative = inhibition, % at 7.5 µM (by protocol); NIH3T3-HGL HSE-luciferase, MG132-induced, luminescence 8 h; stronger effect = lower value; 300,000 tested, 0.77% active;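 active = more than half of replicate wells show activity change below -50%, luminescence cut by over half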;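 note: luciferase reports HSF-1 transcriptional activity via heat shock element; 0% = median of DMSO wells and -100% = zero luminescence signal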
* hit, by the source's call; x = no result given. Hits appear at their usual frequency (roughly 5% active in at least one column).

SMILES | HSP90 inh | AI-2 QS mod | aSyn UTR inh | HIF activator | HDAC3 inh | Platelet DG rel | HSF1 activator | KLF5 inhibitor | IEC-6 tox | HSF1 inh
Cc1nn(C)c(C(=O)NNC(=S)NCC(C)C)c1Cl | 5 | 13 | 3 | -0.7 | 4 | -10 | 11 | -1 | -7 | 0
Cc1nc(C)c(C(=O)N(c2ccc(C)c(C)c2)C(C(=O)NCc2ccco2)c2ccccc2)s1 (stereo not drawn) | -2 | -2 | 30 | -0.1 | 5 | -4 | -5 | 4 | -1 | -1
O=C(Nc1ccc(S(=O)(=O)Nc2ccccn2)cc1)c1cccc([N+](=O)[O-])c1 | -1 | 16 | -1 | -0.4 | 4 | -27 | -4 | -15 | -2 | -3
Cc1nnc(SCC(=O)N2CCc3ccccc32)s1 | -5 | 14 | -39 | -0.1 | 7 | 4 | -9 | -40 | 4 | -4
COc1cc(C(=O)NCc2nnc(SCC(=O)c3ccc(Cl)cc3)o2)cc(OC)c1OC | -3 | 34 | 51 | -0.9 | 9 | -2 | 1 | -21 | -2 | 1
CC(C)C(NS(=O)(=O)c1ccc2c(c1)oc(=O)n2C)C(=O)N1CCN(C2CCCCC2)CC1 (stereo not drawn) | 3 | 10 | -13 | x | -1 | 1 | 11 | -16 | -2 | -2
Cc1nn(C(=O)Cn2cc([N+](=O)[O-])cn2)c(C)c1Cl | 0 | 12 | -13 | 0.0 | -6 | 7 | -5 | -32 | -8 | -8
COc1ccc(N=Cc2c(O)ccc3ccccc23)cc1 | 1 | 103 | -17 | 0.6 | 4 | 0 | -65 | 4 | -1 | -58*
COc1cccc(NC(=O)N2CCC(NC(=O)C(Cc3cccc(C)c3)NC(C)=O)CC2)c1 (stereo not drawn) | 2 | -9 | 11 | 1.6 | -5 | -2 | 14 | -17 | -3 | 8
CCOC(=O)CC(=O)CSc1ncc(C(=O)OCC)c(N)n1 | 3 | 13 | -2 | -0.3 | 3 | 0 | 10 | -18 | -3 | 5
CN(C)C(=S)Nc1ccc(Cc2ccncc2)cc1 | -2 | 20 | 6 | -8.1 | 0 | -13 | -6 | -29 | 2 | -3
O=C(NCc1ccco1)C1CCN(C(=O)c2ccc(Cl)cc2Cl)CC1 | -3 | 5 | 3 | 0.6 | 5 | -1 | 0 | -27 | -5 | -2
O=C(O)C1C2CCC(C2)C1C(=O)NCCc1ccccc1 (stereo not drawn) | -2 | 8 | -19 | 2.1 | 1 | 1 | -13 | 10 | -2 | -7
C=CCSc1nc2ccccc2n1S(=O)(=O)c1ccc(Cl)cc1 | -1 | 26 | -12 | 0.3 | 6 | 2 | -13 | -21 | 1 | 1
CSc1nn2c(C)c(C)c(C)nc2c1C#N | 2 | 25 | 8 | -0.5 | -8 | 10 | 16 | -1 | 0 | -3
COC(=O)c1ccccc1NC(=O)NCCc1ccc(OC)c(OC)c1 | -3 | 5 | 2 | 0.2 | 1 | 1 | 0 | -59 | 0 | 2
CC1Cc2nc(SCC(=O)NCC3CCCO3)n(-c3ccc(F)cc3)c(=O)c2S1 (stereo not drawn) | 0 | 20 | -10 | 0.5 | 9 | 3 | 28 | -31 | 0 | -3
Cc1cc[n+](-c2nc3ccccc3nc2[N-]S(=O)(=O)c2ccccc2)cc1 | 0 | 10 | 3 | -0.8 | 6 | -8 | -6 | -26 | -2 | -5
O=C(Nc1cccc(C(=O)O)c1)Nc1cccc2ccccc12 | 19* | 29 | -15 | 2.6 | 2 | -9 | -15 | -34 | 0 | -8
C=CCn1c(O)c(N=NC(=O)OCC)c2ccccc21 | 1 | -1 | -28 | 0.5 | x | 4 | 29 | -15 | -3 | 0
Cc1ccc(C)c(S(=O)(=O)Nc2ccc(O)c(Sc3ncn[nH]3)c2)c1 | 1 | 15 | -16 | -0.3 | 0 | -2 | -1 | -19 | 4 | -1
CCOC(=O)C1CCN(C(=O)c2ccco2)CC1 | -1 | x | x | x | -1 | x | x | -4 | -2 | x
Cn1c(=O)c2c(ncn2Cc2cc(-c3ccccc3)no2)n(C)c1=O | 1 | -2 | 27 | -0.2 | -6 | -5 | 29 | -24 | 5 | 4
CCC(=O)NCc1ccc(-c2nc3ncccc3o2)cc1 | 1 | 0 | -27 | -0.8 | -15 | 1 | 13 | -26 | -1 | 2
CC(=O)N1c2ccc(S(=O)(=O)N3CCCC3C(=O)Nc3ccc(C)cc3)cc2CC1C (stereo not drawn) | -2 | 20 | -4 | 0.0 | -1 | -6 | 7 | -19 | -6 | 1
COc1cc(C(=O)Nc2cccc(-c3nnc(-c4ccco4)o3)c2)ccc1OC(C)=O | -7 | 27 | -13 | -0.4 | 5 | -4 | -1 | -21 | -2 | -6
O=C(CCS(=O)(=O)c1cccc2nonc12)N1CCOCC1 | 3 | 4 | -10 | -0.3 | 5 | 1 | -26 | 6 | 7 | -3
Cc1cc(C)n2nc(C(=O)Nc3ccc4c(c3)OCO4)nc2n1 | 0 | 15 | -113 | 1.7 | 7 | 7 | 31 | -59 | -1 | 6
Cc1ccc(/C=C/C(=O)N2CCc3ccccc32)o1 | 2 | 11 | -204 | 4.3 | 11 | 10 | 40 | -141 | -5 | 22
CC1=C(C(=O)OCC2CCCO2)C(c2ccccc2Cl)NC(=O)N1 (stereo not drawn) | 0 | 42 | -2 | -0.3 | -4 | 2 | -7 | -33 | 0 | 0

One compound at a time, from the list above.
`Cc1nnc(SCC(=O)N2CCc3ccccc32)s1` reads HSP90 inh = -5; AI-2 QS mod = 14; aSyn UTR inh = -39; HIF activator = -0.1; HDAC3 inh = 7; Platelet DG rel = 4; HSF1 activator = -9; KLF5 inhibitor = -40; IEC-6 tox = 4; HSF1 inh = -4
`C=CCn1c(O)c(N=NC(=O)OCC)c2ccccc21` reads HSP90 inh = 1; AI-2 QS mod = -1; aSyn UTR inh = -28; HIF activator = 0.5; HDAC3 inh = x; Platelet DG rel = 4; HSF1 activator = 29; KLF5 inhibitor = -15; IEC-6 tox = -3; HSF1 inh = 0

Continued.
SMILES | HSP90 inh | AI-2 QS mod | aSyn UTR inh | HIF activator | HDAC3 inh | Platelet DG rel | HSF1 activator | KLF5 inhibitor | IEC-6 tox | HSF1 inh
Cc1ccc2c(c1)[nH]c1c(=O)n(Cc3ccco3)cnc12 | -4 | 6 | -118 | 2.4 | -8 | 0 | -9 | -4 | -3 | 10
COC(=O)c1sc(NC(=O)c2ccco2)nc1C | -3 | 6 | -69 | 0.1 | 4 | 3 | 11 | 1 | 0 | 5
COc1ccc(C(=O)c2coc3ccc(O)cc23)cc1 | 10 | -3 | -8 | -1.1 | -2 | 5 | 10 | -151 | 5 | 9
CCOc1ccc2nc(NC(=O)C3CCN(c4cnccn4)CC3)sc2c1 | -1 | 15 | 19 | 0.2 | -1 | 8 | -7 | 8 | 10 | 2
COc1ccc(C(=O)COC(=O)c2ccc(-n3cnnn3)cc2)c(OC)c1 | x | 15 | -13 | -0.5 | -2 | -8 | -8 | x | x | -3
CCc1c(C)nc(N)c(C#N)c1-c1ccccc1 | -2 | 22 | 18 | 1.0 | 2 | 2 | 12 | -19 | 4 | -4
NC(=O)c1nsc(C(=O)N(CC(=O)NC2CCCC2)Cc2ccc3c(c2)OCO3)c1N | 9 | 11 | -19 | -0.4 | -2 | -3 | 7 | 11 | 2 | 9
COC(=O)Cn1c(=O)c2c(n(Cc3ccccc3)c1=O)N/C(=C/c1ccc(Br)cc1)C2=O | 3 | -4 | 17 | x | 3 | -6 | x | -19 | -5 | x
O=[N+]([O-])c1cc(S(=O)(=O)Nc2ccccc2)ccc1NCc1cccnc1 | -3 | 14 | 2 | -47 | 2 | 1 | 21 | -1 | -2 | -1
CC1Oc2ccccc2C(=O)N(CC(=O)c2ccc3c(c2)OCCO3)C1=O (stereo not drawn) | 2 | 3 | 13 | 0.4 | 9 | 13 | -5 | -27 | -1 | 7
O=C(O)c1ccccc1-c1nc2ccccc2[nH]1 | -1 | 6 | -28 | 0.1 | -7 | -2 | 60* | -56 | -2 | 21
Cc1ccc(/C=c2\sc3nc(-c4cccnc4)nn3c2=O)cc1 | 2 | 7 | -17 | 1.4 | 8 | 5 | 4 | -6 | 1 | 8
Cc1cc(C)n(-c2nc3ccccc3nc2N2CCOCC2)n1 | -6 | 22 | -24 | 0.3 | 5 | -16 | -1 | 13 | 2 | 4
CCn1cc([N+](=O)[O-])c(C(=O)N2N=C(c3ccccc3)CC2c2ccc([N+](=O)[O-])cc2)n1 (stereo not drawn) | 2 | 15 | -5 | 0.2 | -7 | -10 | 4 | 11 | -5 | 4
Cc1ccc(-c2nc(CS(=O)(=O)CC(=O)Nc3cc(F)ccc3F)c(C)o2)cc1 | -2 | 24 | -1 | 0.1 | 1 | 1 | -9 | 11 | 10 | -5
CC(C)(C)n1nc2c(c1NC(=O)Cc1cccc3ccccc13)CS(=O)C2 (stereo not drawn) | 1 | 21 | -39 | -0.1 | -7 | 14 | -3 | -15 | 0 | -5
Cc1ccc2nc(NCCCN3CCOCC3)c(C=NCCCN3CCOCC3)c(=O)n2c1 | 2 | 18 | -19 | -0.3 | x | 3 | 13 | -4 | 4 | 0
Nc1ccc(O)c2c(=O)cc(-c3ccccc3Cl)oc12 | -1 | 10 | -100 | 4.3 | 1 | -2 | 16 | -79 | 3 | 9
CCOc1ccc(NC(=NCc2ccc3c(c2)OCO3)SC2CC(=O)N(c3ccc(C(=O)O)cc3)C2=O)cc1 (stereo not drawn) | 0 | 17 | -11 | -0.6 | -1 | -1 | 2 | 18 | -2 | 3
CN(C)c1ccc(CC2C(=O)Nc3ccccc32)cc1 (stereo not drawn) | 2 | 32 | -12 | 1.7 | -1 | -2 | -12 | -16 | -2 | -6
CCCCn1c(N)c(N(CC(C)C)C(=O)COC(=O)Cc2cccc(OC)c2)c(=O)[nH]c1=O | x | 14 | 6 | 0.5 | 0 | 4 | -11 | x | x | -5
CC(C)(C)c1ccc(CNc2cc(N3CCOCC3)ccc2[N+](=O)[O-])cc1 | -1 | 20 | 17 | -0.9 | 0 | -4 | -3 | 9 | 0 | 0
Cc1ccc(-c2nc3c(c(=O)[nH]c(=O)n3Cc3ccccc3)n2C)s1 | 11 | 14 | 28 | 0.1 | 0 | 1 | 5 | -9 | -2 | 0
c1ccc(C(CN2CCOCC2)c2ccccc2)cc1 | 3 | -1 | -33 | -0.4 | 3 | 3 | 18 | -16 | 0 | -5
O=C(O)CNC(=O)c1ccc(OC(F)F)cc1 | 2 | 13 | -14 | 0.1 | 1 | -10 | x | -12 | -4 | x
COc1ccc(C(c2sc3nc(C)nn3c2O)N2CC(C)OC(C)C2)cc1OC (stereo not drawn) | -4 | -1 | -11 | 0.2 | 6 | -8 | -2 | -6 | -1 | -8
CCc1cc2c3c([nH]c2cc1S(=O)(=O)NCCCOC)CC(C)(C)CC3=O | -1 | 8 | -1 | -0.2 | -8 | -1 | 38 | -26 | -5 | 3
O=c1ccc2cc3c([nH]c4ccc(Br)cc43)oc-2c1O | -3 | -49 | -5 | -0.9 | 38* | 25 | -1 | 5 | 3 | -6
COc1cccc(NC(=O)CCC2CCN(C(=O)c3scnc3C)CC2)c1 | -2 | 12 | 7 | -0.9 | 0 | 1 | 6 | -34 | -1 | -1
O=C(Cn1c(=O)oc2ccccc21)Nc1ccc(S(=O)(=O)N2CCCCC2)cc1 | 1 | -13 | -10 | -1.2 | -1 | -8 | 19 | 10 | -2 | 10
COc1ccc(C(=O)Nc2cc(OC)c(NC(=O)c3ccco3)cc2OC)cc1 | -4 | 12 | -5 | 0.4 | 2 | -13 | 6 | -37 | 0 | -12
NC(=S)N1OC[C@@H]2COc3ccc4ccccc4c3[C@@H]21 | -3 | 2 | -18 | 0.2 | 9 | 6 | -29 | -13 | -5 | -14
